From PubChem BioAssay
SENP1 inh – SENP1 (human) catalytic domain inhibition; AID 624204; inhibition, % at 10 µM; 360,000 compounds, 0.21% hits; recombinant SENP1 catalytic domain, CyPet-SUMO1-YPet FRET cleavage;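 active = inhibition at least 30% at 10 µM, raw YFP signal under a set limit, fluorescence ratio 0.5 to 1.5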;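 note: 0% = enzyme with DMSO and 100% = no enzyme wells; some results filed as inactive read as strong as hits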
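System: Recombinant human SENP1 catalytic domain, His6-tagged | Incubation: Enzyme reaction for 50 min at room temperature, dark | Medium: Tris pH 8 with BME, BSA, NP40 and catalase | Also added: 25 nM SUMO1 FRET substrate | Compound: 10 µM single point, 0.5% DMSO | Measured by: FRET fluorescence in CFP and YFP emission channels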
HKDC1 inh – blocks human hexokinase HKDC1 activity; Q2TB90; recombinant HKDC1, G6PDH/diaphorase resazurin coupled fluorescence; inhibition, % at 20 µM; 340,000 compounds, 0.16% hits; AID 493160;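 active = inhibition above about 35% when tested at 20 µM, limit read from the data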;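 note: plate controls were DMSO wells with enzyme for no effect and DMSO wells lacking enzyme for full effect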
Target sequence (Q2TB90 whole entry, looked up): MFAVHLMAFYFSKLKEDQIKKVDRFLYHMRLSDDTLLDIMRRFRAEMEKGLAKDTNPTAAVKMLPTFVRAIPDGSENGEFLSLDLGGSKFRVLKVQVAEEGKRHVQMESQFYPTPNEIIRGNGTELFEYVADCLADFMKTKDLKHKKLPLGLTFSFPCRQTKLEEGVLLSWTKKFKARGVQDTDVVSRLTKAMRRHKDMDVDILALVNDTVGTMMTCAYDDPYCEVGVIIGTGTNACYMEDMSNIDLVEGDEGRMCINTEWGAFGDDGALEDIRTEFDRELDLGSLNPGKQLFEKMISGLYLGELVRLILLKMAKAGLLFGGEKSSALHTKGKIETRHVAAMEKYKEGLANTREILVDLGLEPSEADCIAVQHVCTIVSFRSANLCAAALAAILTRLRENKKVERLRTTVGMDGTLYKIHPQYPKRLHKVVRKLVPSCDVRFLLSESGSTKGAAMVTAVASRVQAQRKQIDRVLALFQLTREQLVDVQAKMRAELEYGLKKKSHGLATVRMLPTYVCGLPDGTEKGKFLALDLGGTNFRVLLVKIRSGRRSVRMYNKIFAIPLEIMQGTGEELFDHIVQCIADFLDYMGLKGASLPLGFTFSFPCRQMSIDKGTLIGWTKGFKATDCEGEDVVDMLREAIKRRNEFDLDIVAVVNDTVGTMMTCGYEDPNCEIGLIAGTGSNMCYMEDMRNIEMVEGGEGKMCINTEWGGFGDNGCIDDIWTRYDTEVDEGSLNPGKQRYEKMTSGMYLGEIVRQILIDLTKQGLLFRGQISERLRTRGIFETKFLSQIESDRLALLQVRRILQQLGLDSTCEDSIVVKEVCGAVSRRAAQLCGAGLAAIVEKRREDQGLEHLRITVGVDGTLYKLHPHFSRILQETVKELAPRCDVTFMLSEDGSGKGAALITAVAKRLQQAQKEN
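Test system: recombinant HKDC1 (HK5) hexokinase enzyme, produced in-house / Doses: 20 µM test compound, 1% DMSO / Timing: 90 min, room temperature / Detection: G6PDH/diaphorase-coupled fluorescence, 1 mM NADP, 100 µM resazurin, 525/613 nm / Control set: DMSO wells with and without enzyme mix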
SENP8 block-1 – inhibitors of human SENP8 protease. purified SENP8, Z-RLRGG-aminoluciferin cleavage, luminescence. inhibition, % at 10 µM. 330,000 compounds, 1.2% hits. AID 2540; in the data active = inhibition above about 50%
Target sequence (Q96LD8 whole entry, looked up): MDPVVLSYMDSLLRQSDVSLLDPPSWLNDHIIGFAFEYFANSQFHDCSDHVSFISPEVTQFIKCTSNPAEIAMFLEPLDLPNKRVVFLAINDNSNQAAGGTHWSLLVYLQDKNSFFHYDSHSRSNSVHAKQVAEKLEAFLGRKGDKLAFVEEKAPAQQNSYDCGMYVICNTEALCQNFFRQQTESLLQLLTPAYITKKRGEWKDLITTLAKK
Apaf-1 inh – inhibitors of human Apaf-1 apoptosome | O14727 | reconstituted apoptosome caspase-3 activity, DEVD-Rh110 fluorescence | inhibition, % at 20 µM | 330,000 compounds, 0.71% hits | AID 489030; active = inhibition of at least 40% at 20 µM;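 note: plate controls were DMSO wells for no effect and DEVD-CHO caspase inhibitor wells for full effect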
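Assay system: Apoptosome proteins | Medium: pH 7.5 Hepes buffer with CHAPS, BSA, DTT | Also added: Cytochrome c and DEVD-Rh110 substrate | Times: 30 min plus 50 min, RT | Detection: Rhodamine 110 fluorescence at Ex 480/Em 540 nm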
SENP8 block-2 – SENP8 (human) protease inhibition | Q96LD8 | recombinant SENP8, Nedd8 substrate fluorescence | inhibition, % at 20 µM | 360,000 compounds, 0.64% hits | AID 602440; in the data active = inhibition mostly above about 40%, no sharp cut-off; inactive = mostly below about 27%
SENP7 inh – blocks the human protease SENP7; Q9BQF6; recombinant SENP7, Z-RLRGG-aminoluciferin luminescence, 40 min; inhibition, % at 5 µM; 330,000 compounds, 1.5% hits; AID 434973;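 active = inhibition above about 50% at the single test dose, limit read from the data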;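 note: plate controls were DMSO with enzyme for no effect and no enzyme buffer wells for full effect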
NLRP3 yeast inh – blocks the NALP3 inflammasome reconstituted in yeast | Yeast reconstituted NLRP3/ASC/caspase-1, beta-gal luminescence, 24 h | inhibition, % at 10 µM | 330,000 compounds, 0.39% hits | AID 2825;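 active = inhibition of 50% or more; inactive = inhibition below 50%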;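 note: plate controls were induced DMSO wells for no effect and uninduced yeast grown without galactose for full effect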
PfGluPho inh – PfG6PD (Plasmodium falciparum) enzyme inhibition; PfGluPho enzyme, NADPH resazurin-diaphorase fluorescence; 350,000 compounds, 0.78% hits; inhibition, % at 20 µM;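 active = inhibition reaching at least a set limit at 20 µM in the primary screen, cut at about 59% in these data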;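 note: 0% = DMSO wells with substrate and 100% = DMSO wells lacking glucose-6-phosphate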
SENP6 block – SENP6 protease inhibition; Recombinant SENP6 catalytic domain, aminoluciferin luminescence; AID 2599; 330,000 compounds, 1.8% hits; inhibition, % at 10 µM; Q9GZR1;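 active = inhibition above about 50% at the single tested dose, limit read from the data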;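 note: plate controls were DMSO wells with enzyme for no effect and DMSO wells lacking enzyme for full effect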
* = called active by the depositor; i = inactive; nt = not tested or not shown.

molecule	SENP1 inh	HKDC1 inh	SENP8 block-1	Apaf-1 inh	SENP8 block-2	SENP7 inh	NLRP3 yeast inh	PfGluPho inh	SENP6 block
COc1ccccc1N1C(=O)C2C3C=CC(C3)C2(C)C1=O (stereo not given)	3	-2	2	-7	24	4	3	2	-1
COc1ccccc1CN(C)CC(=O)Nc1cccc(S(=O)(=O)N2CCCC2)c1	1	-4	3	6	4	-5	15	-7	-15
COc1ccc(CNC(=S)N/N=C(\C)c2ccc(OC)cc2)cc1	3	-4	-1	-4	6	6	7	16	-8
COc1ccc(NC(=O)NN2CCN(C)CC2)c(OC)c1	0	0	2	0	5	0	-8	-19	11
COc1ccccc1CCNC(=O)C(=O)NCC1OCCN1S(=O)(=O)c1ccccc1 (stereo not given)	0	-2	-4	7	1	0	5	13	11
CCCn1c(C(=O)OC)cc2c1ccn2-c1ccc(F)cc1	-2	7	-7	22	-44	0	5	5	-6
CCOc1ccc(CCNC(=O)COC(=O)CCS(=O)(=O)c2ccc(C)cc2)cc1OCC	2	2	-5	3	3	0	9	-5	-12
CCn1c(C)nc2cc(C(=O)NNS(=O)(=O)c3c(F)cc(F)c(Cl)c3F)ccc21	1	-3	-2	-9	14	-3	-2	1	3
Cc1ccc(CC(=O)N2CCN(S(=O)(=O)c3ccccc3)CC2)cc1C	-3	1	4	18	7	-1	7	4	-19
COCCN(Cc1ccccc1)C(=O)c1cccc(S(=O)(=O)N2CCN(c3ccccc3)CC2)c1	2	-1	-2	43*	1	10	0	-14	-2
Cc1ccc(NC2=C/C(=N/S(=O)(=O)c3cccs3)c3ccccc3C2=O)cc1C	1	15	nt	nt	61*	nt	nt	-3	nt
COc1ccc(-c2onc(C)c2-c2cnn(-c3ccccc3)c2)c(O)c1C	0	-11	-5	15	2	1	8	-10	-27
CCOc1ccc(N=C/C=C/c2ccccc2)c(O)c1	-12	32	6	24	-188	17	16	16	6
Cc1nccn1CC(=O)N/N=C/c1cccc(O)c1	1	-9	-11	2	15	-5	23	17	-10
O=c1[nH]c2ccc([N+](=O)[O-])cc2[nH]1	2	1	nt	nt	5	nt	nt	-4	nt
COc1ccc(C2CC(c3ccccc3)=NN2C(=S)Nc2ccccc2)cc1 (stereo not given)	1	1	4	0	-56	6	3	2	12
CC(C)(C)n1cnc2cc(NS(=O)(=O)c3ccccc3)ccc21	-1	-3	1	5	3	-2	4	-3	-2
O=c1[nH]nc(SCc2nc3ccccc3s2)n1C1CC1	-33	-8	-5	1	-13	6	8	9	-20
O=C(c1cccc(S(=O)(=O)N2CCOCC2)c1)N1CCN(S(=O)(=O)c2cccs2)CC1	0	-2	5	2	12	3	-3	1	7
CCOC(=O)Cc1nnc(Nc2cccc(O)c2)c2ccccc12	-3	3	-5	4	3	-10	13	13	-3
COc1ccc(OC)c(/C=C/C(=O)OCC(=O)N2CCN(S(=O)(=O)c3ccc(C)cc3C)CC2)c1	-65	-1	9	22	i	0	11	-3	-8
Cc1cccc(NC(=O)COc2ccc3c(c2)CCC3)n1	0	-4	29	9	12	51*	17	3	61*
CCc1nnc(NC(=O)CSc2nnc(-c3cccnc3)n2C)s1	-2	-3	-11	13	16	3	15	15	-4
CCN(CC)c1nc(C#N)nc(N(CC)CC)n1	0	11	9	6	15	13	0	-28	15
Cc1occc1C(=O)NCc1nc(-c2ccccc2)no1	-2	3	1	10	4	3	0	-3	0
COc1ccc(C)cc1NC(=O)C1CCN(C(=O)c2ccco2)CC1	0	-3	5	3	13	5	21	-3	-6
CS(=O)(=O)N(Cc1ccccc1)c1ccc(C(=O)NC2CCCCC2O)cc1 (stereo not given)	1	3	2	4	16	4	8	-11	-8
CC1CC(C(F)(F)F)n2ncnc2N1 (stereo not given)	2	1	-2	-12	4	5	8	-1	0
N=C1/C(=C/c2ccc(-c3cccc(C(=O)O)c3)o2)C(=O)N=C2SC(CC(=O)N3CCOCC3)=NN12	-43	7	7	31	9	0	21	5	6
O=C(NCCCN1CCCC1=O)c1cc(-c2ccc(F)cc2)nc2ccccc12	1	-2	-3	-1	-346	11	-1	-5	7

molecule	SENP1 inh	HKDC1 inh	SENP8 block-1	Apaf-1 inh	SENP8 block-2	SENP7 inh	NLRP3 yeast inh	PfGluPho inh	SENP6 block
C=CCN(C(=O)Nc1ccccc1)C1CC(=O)N(c2ccc(OC)cc2)C1=O (stereo not given)	0	-4	-2	-23	11	-1	-8	8	2
O=C(CCC(=O)c1ccc(Oc2ccccc2)cc1)Nc1cccc(Cl)c1	0	-11	-4	4	2	-6	19	3	-8
COC/C=C/C1=CC2=CC(=O)C(C)(OC(=O)c3cnc4ccccc4n3)C(=O)C2=CN1c1ccccc1 (stereo not given)	nt	17	64*	15	nt	1	13	57	3
CC(C)C(C(=O)NCC1CCCO1)N(C(=O)CNS(=O)(=O)c1ccccc1)C1CCCCC1 (stereo not given)	2	-2	0	0	3	-2	5	-2	-6
Fc1ccc(/C=N/NC2=Nc3cccc4cccc2c34)cc1	-33	-11	28	13	28	40	23	35	34
O=C(O)c1ccccc1Nc1cccc(C(F)(F)F)c1	-1	1	36	-7	-3	10	-22	-23	37
O=C(Cn1cc2c(n1)CCCCC2)Nc1c(F)c(F)cc(F)c1F	-3	-5	-10	0	5	-4	14	13	-3
O=C(Nc1ccc(F)cc1F)N1CCCC(c2nc(-c3ccc(F)cc3)no2)C1 (stereo not given)	0	-5	0	0	12	2	29	11	0
COC(=O)c1cc(C(=O)N2CCc3ccccc32)cc([N+](=O)[O-])c1	4	-2	-6	4	2	1	21	-13	-3
COC(=O)c1cc(C#N)c(N2CCN(C)CC2)nc1C	3	14	0	-4	2	5	14	-12	-1
Cc1ccc(S(=O)(=O)/N=C2\C=C(Nc3cccc(C(=O)O)c3)C(=O)c3ccccc32)c(C)c1	-1	39*	94*	90*	81*	55*	28	70*	95*
COc1ccccc1NC(=O)CCSc1nnc(-c2ccc(O)cc2)o1	-12	3	-7	0	2	8	12	6	-9
Cn1c(SCC(=O)Nc2ccc(NC(=O)c3ccccc3)cc2)nnc1-c1ccncc1	-1	-6	4	-18	1	-4	22	6	-35
CCCN(Cc1cc2cccc(C)c2[nH]c1=O)C(=O)c1cccc(OC)c1	4	5	1	7	-43	2	15	8	-7
Cc1ccc2[nH]c(O)c(N=Nc3nc4ccccc4s3)c2c1	35*	1	-7	14	10	0	32	-4	-23
Cc1cccc(-n2cc[nH]c2=S)c1	2	-12	5	-2	-9	3	14	36	-1
CCC1CCCCN1CCCNC(=O)c1cc2c(=O)oc3ccc(C)cc3c2s1 (stereo not given)	-7	9	-2	18	-231	14	8	-6	-4
Cc1onc(-c2ccccc2)c1C(=O)Nc1nnc(CC(C)(C)C)s1	1	-3	-6	5	1	1	-11	4	13
c1ccc2[nH]c(NCCN3CCOCC3)nc2c1	3	-4	-6	-11	34	0	-5	3	-2
O=C(Nc1cc([N+](=O)[O-])ccc1F)c1ccc2c(c1)OCCO2	2	-1	-12	8	14	15	11	-10	0
Cc1cc(Br)ccc1NC(=O)CN1C(=O)C2CC=CCC2C1=O (stereo not given)	2	-2	-22	17	19	-3	-4	-8	-15
COC(=O)CN1C(=O)C(O)(CC(=O)c2ccccc2)c2ccccc21 (stereo not given)	-1	3	-4	0	24	1	0	1	-3
COc1ccccc1NC(C)C(=O)N/N=C/c1cccs1 (stereo not given)	1	-3	2	-8	8	2	12	-1	8
CCOC(=O)N1CCC(N2Cc3cccc(C(=O)NCc4ccc(C)cc4)c3C2=O)CC1	3	1	7	10	3	-8	6	19	3
O=C(NCCCN1CCOCC1)c1ccc(S(=O)(=O)Nc2ccccc2F)cc1	2	-1	-10	11	10	-11	-2	7	-1
CCCc1cc(=O)[nH]c(SCC(=O)Nc2sc(C(N)=O)c(C)c2C(=O)OCCOC)n1	3	3	-7	-3	3	-6	8	-10	-5
CCc1ccccc1NC(=O)CSC1=C(C#N)C(c2ccc3c(c2)OCO3)C2=C(CCCC2=O)N1 (stereo not given)	-12	-1	-5	-4	-46	2	1	40	-2
COC(=O)CSC1=C(C#N)C(=O)NC2(CCCCC2)S1	-2	-5	-19	-9	27	-6	-6	-9	5
O=C(NC1=NCCS1)NC12CC3CC(CC(C3)C1)C2	3	-13	-3	-8	5	3	6	48	-32
S=c1sc(SCCOc2ccccc2)nn1-c1ccccc1	1	16	0	6	19	-4	-3	10	7

molecule	SENP1 inh	HKDC1 inh	SENP8 block-1	Apaf-1 inh	SENP8 block-2	SENP7 inh	NLRP3 yeast inh	PfGluPho inh	SENP6 block
COC(=O)Cn1c(O)c(N=NC(=O)c2ccc3c(c2)OCO3)c2ccccc21	-7	3	-14	3	7	-12	9	1	-14
CN(c1ccc(C(=O)NC2CCCC2)cc1)S(=O)(=O)c1ccccc1	0	-5	3	-2	4	1	28	9	0
Cc1ccc(NC(=O)CNc2ccccc2CN(C)C2CCCCC2)cc1	-1	7	-3	8	4	-1	14	5	-11
COc1ccc(NC(=O)CCc2nc(-c3ccc(C)cc3)no2)c(OC)c1	3	1	1	-9	15	-3	24	-8	-4
CSc1c(CC(=O)Nc2ccccc2C(F)(F)F)n(Cc2ccccc2)c2ccccc12	0	0	-10	4	-4	5	15	9	-3
CCN1CCN(CC(=O)Nc2ccc(Cl)c(S(=O)(=O)N(C)C)c2)CC1	1	19	-2	-11	20	-11	-7	-7	-25
CCn1c(Cc2cccn2C)nnc1SCC(=O)c1ccc(C)cc1	2	-9	-1	5	8	5	24	-6	-21
COCCNC(=O)/C(C#N)=C/c1ccc(C)o1	1	-6	-10	7	-4	-5	-1	-21	-11
Cc1nn(-c2ccccc2)c(Cl)c1C(=O)OCC(=O)NCCc1ccc(S(N)(=O)=O)cc1	1	7	0	4	15	-1	12	-7	-12
CCOC(=O)CSc1nnc(COc2cccc(C)c2)o1	0	-7	5	-2	3	-4	13	-10	-8
O=C(c1cccnc1)N1CCN(S(=O)(=O)c2ccc(S(=O)(=O)N3CCCC3)cc2)CC1	2	11	-1	5	4	4	12	-12	-24
CCC(C)Sc1ccc([C@H]2N[C@@](C)(C(=O)OC)[C@H]3C(=O)N(C)C(=O)[C@@H]23)cc1OC (stereo not given in full)	1	-2	8	0	-34	-3	8	5	8

3 of these compounds in another layout:
CCn1c(Cc2cccn2C)nnc1SCC(=O)c1ccc(C)cc1
  SENP1 inh: 2
  HKDC1 inh: -9
  SENP8 block-1: -1
  Apaf-1 inh: 5
  SENP8 block-2: 8
  SENP7 inh: 5
  NLRP3 yeast inh: 24
  PfGluPho inh: -6
  SENP6 block: -21
CN(c1ccc(C(=O)NC2CCCC2)cc1)S(=O)(=O)c1ccccc1
  SENP1 inh: 0
  HKDC1 inh: -5
  SENP8 block-1: 3
  Apaf-1 inh: -2
  SENP8 block-2: 4
  SENP7 inh: 1
  NLRP3 yeast inh: 28
  PfGluPho inh: 9
  SENP6 block: 0
CCC(C)Sc1ccc([C@H]2N[C@@](C)(C(=O)OC)[C@H]3C(=O)N(C)C(=O)[C@@H]23)cc1OC (stereo not given in full)
  SENP1 inh: 1
  HKDC1 inh: -2
  SENP8 block-1: 8
  Apaf-1 inh: 0
  SENP8 block-2: -34
  SENP7 inh: -3
  NLRP3 yeast inh: 8
  PfGluPho inh: 5
  SENP6 block: 8

This is a random part of the collection. About 4.1% of those tested had a hit in this group.
